# rCAG RNA binder: molecules binding r(CAG) RNA repeats; r(CAG) RNA repeat, TO-PRO-1 dye displacement fluorescence; inhibition, % at 3 µM; hit rate 1.3% among 370,000; AID 651821;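 active = inhibition above the plate cutoff, the mean of all test compounds on that plate plus 3 SD, cut at about 35% in these data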;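 also: 0% = DMSO alone and 100% = 100 µM mitoxantrone as full dye displacement; higher means more dye released from RNA so lower well fluorescence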
# SMARCA2 act: increases SMARCA2 function in MMTV reporter cells; hit rate 1% among 370,000; activation, % at 9.1 µM; AID 652017; MG213 cells, MMTV-luciferase reporter, dexamethasone, overnight; in the data active = activation above about 7.8%;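 also: 0% = vehicle wells and 100% = reference activator wells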
# mABHD4 FP: inhibitors of mouse ABHD4. Q8VD66. purified mABHD4, FP-Rh probe fluorescence polarization. inhibition, % at 8.92 µM. hit rate 0.54% among 370,000. AID 720543;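 active = inhibition exceeding the mean over every tested compound plus 3 SD, cut at about 30% in these data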;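 also: 0% = plate median of compound wells and 100% = S159A mutant with DMSO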
#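 Test system: mouse ABHD4 enzyme, wild type. Reagent: FP-Rh fluorescent activity-based probe, added after compound pre-incubation. Timing: pre-incubation 45 min, probe exposure 60 min, at 25 °C. Technique: FP readout, ex 525 nm / em 598 nm. Benchmarks: high control S159A mutant with DMSO, low control median of compound wells.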
# Rev-erbA mod: modulates human Rev-erb alpha binding to DNA; Rev-erbα–FITC-DNA binding, fluorescence polarization, 90 min; AID 1259318; P20393; hit rate 0.79% among 370,000; activity, % at 10 µM;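 active = activity above about 14%, limit read from the data; passing the limit was not always enough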;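 also: 0% = DMSO wells with 35 nM protein and 100% = DMSO wells with 750 nM protein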
# Target sequence (P20393 whole entry, looked up): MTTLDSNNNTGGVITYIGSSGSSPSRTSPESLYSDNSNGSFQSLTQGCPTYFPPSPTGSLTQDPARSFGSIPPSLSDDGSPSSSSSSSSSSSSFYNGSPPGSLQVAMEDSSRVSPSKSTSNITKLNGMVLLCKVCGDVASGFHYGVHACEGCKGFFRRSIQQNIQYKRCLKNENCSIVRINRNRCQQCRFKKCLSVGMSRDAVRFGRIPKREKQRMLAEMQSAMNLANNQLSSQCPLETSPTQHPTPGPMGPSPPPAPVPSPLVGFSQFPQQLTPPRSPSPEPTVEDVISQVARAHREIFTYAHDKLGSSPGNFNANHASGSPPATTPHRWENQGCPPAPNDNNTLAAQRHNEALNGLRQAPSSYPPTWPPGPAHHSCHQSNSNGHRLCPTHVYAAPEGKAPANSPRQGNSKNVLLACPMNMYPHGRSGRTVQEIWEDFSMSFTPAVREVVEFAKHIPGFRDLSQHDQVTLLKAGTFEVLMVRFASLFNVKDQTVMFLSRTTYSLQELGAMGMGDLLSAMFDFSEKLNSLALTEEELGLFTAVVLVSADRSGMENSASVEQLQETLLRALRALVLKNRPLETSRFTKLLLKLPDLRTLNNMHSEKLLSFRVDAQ
# ARFGAP1 inhibitor: inhibits rat ARF GTPase activating protein 1; inhibition, % at 16.5 µM; hit rate 0.26% among 360,000; Arfgap1-stimulated ARF1 GTP hydrolysis, GDP FP detection;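 active = inhibition above a per-plate limit, mean inhibition of low control wells plus 3 SD, cut at about 25% in these data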;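 also: 0% = DMSO wells with enzyme and 100% = wells lacking Arfgap1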
#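 Replicates: Single well per compound | Assay system: Truncated rat Arfgap1 GAP domain | Control set: No-Arfgap1 wells (100%) versus DMSO full-reaction wells (0%) | Times: Enzyme reaction 120 min at 25 °C after 20 min preincubation | Reagent: Human ARF1(Δ1-17)-GTP substrate | Measured by: Tracer-displacement fluorescence polarization with EDTA stop, 620/688 nm | Measure: Percent inhibition of Arfgap1-stimulated GTP hydrolysis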
# GC-B act: GC-B (human) receptor activation | HEK293-GC-B cells, CNP EC30, cGMP TR-FRET; 0% at EC30 CNP, 100% saturating CNP | activation, % at 10 µM | hit rate 0.11% among 370,000 | AID 1920062;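 active = activation at 10 µM reaching about 35% in either raw or pattern-adjusted values, limit read from the data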
# ASAP1 GAP inh: inhibitors of human ASAP1 ArfGAP activity. AID 624377. ASAP1-stimulated ARF1 GTP hydrolysis, GDP FP detection. inhibition, % at 16.5 µM. hit rate 0.19% among 360,000. Q9ULH1; in the data active = inhibition above about 25%;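 also: 0% = vehicle with enzyme and substrate and 100% = no enzyme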
# Target sequence (Q9ULH1 325-724 limits assumed): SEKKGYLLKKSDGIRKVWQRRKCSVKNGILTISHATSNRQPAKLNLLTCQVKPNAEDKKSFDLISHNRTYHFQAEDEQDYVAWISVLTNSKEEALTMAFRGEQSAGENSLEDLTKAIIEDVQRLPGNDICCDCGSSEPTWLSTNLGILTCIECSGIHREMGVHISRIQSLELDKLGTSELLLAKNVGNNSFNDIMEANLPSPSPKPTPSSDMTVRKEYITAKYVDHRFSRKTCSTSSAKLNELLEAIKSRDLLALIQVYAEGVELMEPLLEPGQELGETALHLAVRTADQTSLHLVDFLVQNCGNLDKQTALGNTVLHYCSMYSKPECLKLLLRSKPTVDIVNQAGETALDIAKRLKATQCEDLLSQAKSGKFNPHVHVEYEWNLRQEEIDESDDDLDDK
# PG9 Ab binder: PG9 antibody binding by small molecule. TR-FRET gp120-PG9 antibody binding. inhibition, % at 6.7 µM. hit rate 0.43% among 360,000; in the data active = inhibition above about 8.5%
# NPR1 activator: GC-A (human) enzyme activation | hit rate 0.14% among 370,000 | HEK293 GC-A cells, cGMP TR-FRET, EC30 ANP; 0% at EC30 ANP, 100% saturating ANP | P16066 | activation, % at 10 µM | AID 1671463; in the data active = activation above about 40%
# HTRA1 inh: inhibitors of human serine peptidase HTRA1. Q92743. recombinant HTRA1, FP-rhodamine activity-based probe, fluorescence polarization. inhibition, % at 5.96 µM. hit rate 0.5% among 340,000. AID 504803; in the data active = inhibition above about 36%;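 also: 0% = enzyme with DMSO and 100% = wells lacking enzyme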
# The depositor's hits bear a star; . = no result given.
SMILES,rCAG RNA binder,SMARCA2 act,mABHD4 FP,Rev-erbA mod,ARFGAP1 inhibitor,GC-B act,ASAP1 GAP inh,PG9 Ab binder,NPR1 activator,HTRA1 inh
CC(C)[C@H](N)c1cn([C@@H](CC(N)=O)C(=O)N2CCNCC2)nn1,1,1,7,-3,-7,0,0,0.5,4,-6
Cc1c(Cl)cccc1N1C(=O)C2ON(c3ccccc3)C(c3cccnc3)C2C1=O (centres undefined),4,-1,2,0,12,4,-18,0.3,-3,5
O=C(NCCC1=CCCCC1)c1ccc(Cl)c(S(=O)(=O)Nc2ccccc2)c1,6,-6,-19,3,14,2,13,0.5,-6,-39
O=c1c2ccccc2cnn1Cc1n[nH]c(=S)n1-c1ccccc1F,0,-3,2,-1,-2,-2,0,-0.4,2,2
CC(C)c1ccc(-n2cccc2/C=C2/C(=N)N3C=CSC3=NC2=O)cc1,11,-2,-17,9,-9,-5,-12,0.8,2,-23
O=[N+]([O-])c1ccc(S(=O)(=O)NCC2CC3CCC2C3)cc1 (centres undefined),0,-2,-1,3,11,-2,5,-1.8,-1,-2
COc1ccccc1N(Cc1cc(=O)[nH]c2ccccc12)C(=O)c1cccc([N+](=O)[O-])c1,0,-2,-2,-1,-7,4,-10,-0.3,-10,-5
O=C(COc1ccccc1Br)NCc1ccccn1,2,0,4,4,-8,1,5,-0.3,0,7
O=C(Cc1cccs1)Nc1ccc(F)cc1F,10,-1,1,2,5,3,18,0.1,0,3
COc1ccc(-c2nc(C#N)c(N3CCCCC3)o2)cc1,-4,1,2,-3,-9,-6,10,-1.6,0,-9
O=C(CSc1nnc(C2CC2)n1Cc1ccccc1)N1CCN(S(=O)(=O)c2ccccc2)CC1,-5,-1,0,-4,-9,1,6,0.4,1,8
C=CCn1c(N)cc(=O)nc1SCC(=O)N1CCN(c2ccc(F)cc2)CC1,-2,-1,0,0,-15,-2,7,0.5,0,-2
COc1cccc(NC(=O)N2CCCC2C(=O)NCC(C)C)c1 (centres undefined),1,3,2,-2,0,4,-5,-0.6,5,-1
O=C(CN1CCN(Cc2ccccc2)C1=O)NCc1cccs1,2,-2,-6,-2,0,1,10,-0.8,-5,1
CCC(=O)Oc1ccc(C(=O)Nc2ccc3c(c2)OCO3)cc1,-1,2,-1,-1,8,3,2,-5.2,4,.
CC(Oc1ccc(Cl)cc1Cl)C(=O)/C=C/N(C)C (centres undefined),11,-2,-6,2,7,7,-15,-0.8,4,-50
COc1ccc(O)c(C(=O)c2cnn(C(=O)c3cc(C)oc3C)c2)c1,2,2,3,-1,-8,-8,-3,-2.3,-3,3
COc1cc(C(=O)NCc2ccncc2)cc(OC)c1OC,-2,-1,5,-9,-8,-2,-2,-0.7,-3,-6
CC(=O)NCc1ccc(C(=O)CSc2nnc(C3CC3)n2C2CC2)cc1,2,-2,2,-5,3,0,7,2.1,1,0
CCc1nc2ccc(C(=O)N(C)CC(=O)Nc3cccc(F)c3)cc2nc1CC,-2,-1,5,0,-5,-2,-17,-0.5,-4,-8

# Sorted by SMILES length (high to low): part of the list above.
SMILES,rCAG RNA binder,SMARCA2 act,mABHD4 FP,Rev-erbA mod,ARFGAP1 inhibitor,GC-B act,ASAP1 GAP inh,PG9 Ab binder,NPR1 activator,HTRA1 inh
COc1ccccc1N(Cc1cc(=O)[nH]c2ccccc12)C(=O)c1cccc([N+](=O)[O-])c1,0,-2,-2,-1,-7,4,-10,-0.3,-10,-5
O=C(CSc1nnc(C2CC2)n1Cc1ccccc1)N1CCN(S(=O)(=O)c2ccccc2)CC1,-5,-1,0,-4,-9,1,6,0.4,1,8
CC(C)c1ccc(-n2cccc2/C=C2/C(=N)N3C=CSC3=NC2=O)cc1,11,-2,-17,9,-9,-5,-12,0.8,2,-23
C=CCn1c(N)cc(=O)nc1SCC(=O)N1CCN(c2ccc(F)cc2)CC1,-2,-1,0,0,-15,-2,7,0.5,0,-2
COc1ccc(O)c(C(=O)c2cnn(C(=O)c3cc(C)oc3C)c2)c1,2,2,3,-1,-8,-8,-3,-2.3,-3,3
O=[N+]([O-])c1ccc(S(=O)(=O)NCC2CC3CCC2C3)cc1 (centres undefined),0,-2,-1,3,11,-2,5,-1.8,-1,-2
O=c1c2ccccc2cnn1Cc1n[nH]c(=S)n1-c1ccccc1F,0,-3,2,-1,-2,-2,0,-0.4,2,2
CCC(=O)Oc1ccc(C(=O)Nc2ccc3c(c2)OCO3)cc1,-1,2,-1,-1,8,3,2,-5.2,4,.
COc1cccc(NC(=O)N2CCCC2C(=O)NCC(C)C)c1 (centres undefined),1,3,2,-2,0,4,-5,-0.6,5,-1
COc1ccc(-c2nc(C#N)c(N3CCCCC3)o2)cc1,-4,1,2,-3,-9,-6,10,-1.6,0,-9
CC(Oc1ccc(Cl)cc1Cl)C(=O)/C=C/N(C)C (centres undefined),11,-2,-6,2,7,7,-15,-0.8,4,-50
COc1cc(C(=O)NCc2ccncc2)cc(OC)c1OC,-2,-1,5,-9,-8,-2,-2,-0.7,-3,-6
O=C(COc1ccccc1Br)NCc1ccccn1,2,0,4,4,-8,1,5,-0.3,0,7
O=C(Cc1cccs1)Nc1ccc(F)cc1F,10,-1,1,2,5,3,18,0.1,0,3

# Next compounds follow:
SMILES,rCAG RNA binder,SMARCA2 act,mABHD4 FP,Rev-erbA mod,ARFGAP1 inhibitor,GC-B act,ASAP1 GAP inh,PG9 Ab binder,NPR1 activator,HTRA1 inh
O=C(O)c1ccc(CN(c2ccccc2)S(=O)(=O)c2ccccc2)cc1,4,0,-1,4,-1,4,-6,-0.9,3,4
O=C1C(c2ccncc2)N(CCC2=CCCCC2)C(=O)CN1C1CCCCC1 (centres undefined),-7,-3,-5,3,0,-1,-5,-3.8,1,-12
CNC(=O)NCCN1CCCC1=O,-1,0,-10,0,7,9,4,-0.4,0,0
O=C(c1cccs1)N1CCN(S(=O)(=O)N2CCCCC2)CC1,-1,0,-2,-4,1,1,11,-1.6,3,8
Cc1cc(C)cc(NC(=O)CSCc2nc3c(nnn3Cc3ccc(F)cc3)c(=O)[nH]2)c1,12,-2,-3,-1,-23,5,-9,0.9,-2,-2
Cc1cccc(-c2ccc(NC(=O)C3CCN(CC4CC4)CC3)cc2)c1,3,-3,4,2,4,-9,8,-0.8,-19,-5
CC1CC(C)CN(CC(O)COc2ccc3c(c2)CCC3)C1 (centres undefined),-5,3,-2,-1,-10,1,9,-3.8,0,-4
CCN(CC)CCN1C(=O)C(O)=C(C(=O)c2sc(C)nc2C)C1c1cccnc1 (centres undefined),0,-2,2,-2,0,3,3,0.2,6,4
CNCC(=O)N(CC(C)C)c1c(N)n(CC(C)C)c(=O)[nH]c1=O,-3,-2,-3,-4,-1,-3,1,-0.6,4,6
CCC(=O)NC(=S)Nc1ccc(NC(=S)NC(=O)c2ccc(C)cc2)cc1,3,-2,6,5,1,-2,8,1.1,-1,-3
CN(C(=O)COC(=O)CNC(=O)C12CC3CC(CC(C3)C1)C2)c1ccccc1,-11,-1,-5,-5,-7,-3,3,-1.1,-1,-3
CC(C)CN1CCC(=O)N(CCOc2ccccc2)CC1,-4,4,3,-5,-1,1,2,-1.1,1,8
Cn1ccc2c(-c3cccc(C=O)c3)cc3c(c21)C1CCC3O1 (centres undefined),3,5,5,-4,3,-6,6,-0.6,-5,.
COC1=CC(=O)OC12CCCCC2,1,-4,5,-1,-2,3,-10,3.0,0,1
CC(=O)C1C(c2ccc3ncccc3c2)NC(=O)NC1(O)C(F)(F)F (centres undefined),-2,4,2,1,-16,0,12,-2.1,1,9
CCOC(=O)CNC(=S)n1cnc(N)n1,0,1,-3,3,6,0,11,-1.2,0,2
CN1CCN(NC(=O)CC(C)(C)C)CC1,0,2,4,-4,9,4,-1,0.6,3,5
CC(=O)NC(Cc1cccc(C)c1)C(=O)NC1CCN(S(=O)(=O)c2ccccc2)CC1 (centres undefined),-5,0,-3,-3,8,-1,6,-1.5,3,3
CCCCCN(C(=O)CCC(=O)OCc1cccc(C(F)(F)F)c1)c1c(N)n(CCCC)c(=O)[nH]c1=O,-7,0,-1,1,0,0,-6,-0.9,0,-2
COc1ncnc2c1ncn2CCCNCc1ccc(C)o1,1,-4,7,11,1,4,-4,-1.7,-2,3
Cc1nc(-c2cccc(NC(=O)c3ccc(Br)o3)c2)cs1,2,4,-10,1,-6,-10,-12,-2.9,2,-20
COn1c(-n2nc(C)cc2C)nc2ccccc2c1=O,-2,-1,-6,3,-3,2,-17,2.9,2,-1
Cc1ccc(NC(=O)c2cccs2)cc1,0,4,0,1,-7,-1,16,0.4,0,6
COC(=O)[C@H](Cc1ccccc1)NC(=O)NCc1ccccc1OC,-4,-3,1,-2,9,3,6,0.0,1,-11
COc1cc(C2/C(=C(\O)c3ccc4c(c3)CC(C)O4)C(=O)C(=O)N2CCCn2ccnc2)cc(OC)c1OC (centres undefined),4,6,4,0,10,4,9,-0.6,-2,9
COc1cc(C2C3=C(Nc4ncnn42)c2ccccc2CC3)cc(OC)c1OC (centres undefined),-4,1,2,-2,19,3,-2,-2.6,-1,7
CCOC(=O)N1CCN(C(=O)CCc2ccc(S(=O)(=O)NC(C)(C)C)cc2)CC1,-8,-2,-4,4,-5,-4,-5,-1.4,1,6
Nc1ccc2nc(C(F)(F)F)[nH]c2c1,2,0,0,-3,12,5,12,-1.0,4,-1
CCN(CC)CCN(C(=O)c1ccc(S(=O)(=O)N2CCCC2)cc1)c1nc2cc(C)cc(C)c2s1,-1,-1,2,8,-4,-5,12,-0.7,-2,-12
COc1ccc(OCCN(C)CC(=O)Nc2c(C)cccc2C)cc1,-8,0,1,1,-1,1,-7,-0.5,-1,5

# Some values from the list:
# In HTRA1 inh, O=C(c1cccs1)N1CCN(S(=O)(=O)N2CCCCC2)CC1 is entered as 8
# In NPR1 activator, CN1CCN(NC(=O)CC(C)(C)C)CC1 is entered as 3

# (listing goes on)
SMILES,rCAG RNA binder,SMARCA2 act,mABHD4 FP,Rev-erbA mod,ARFGAP1 inhibitor,GC-B act,ASAP1 GAP inh,PG9 Ab binder,NPR1 activator,HTRA1 inh
O=C(CSc1nnc(Cc2ccccc2)o1)N1CCOCC1,-4,-1,0,9,-1,1,-11,-0.8,6,0
COc1cccc(N2CCN(C(=O)c3oc4ccccc4c3NC(=O)Cc3ccc(OC)c(OC)c3)CC2)c1,2,1,-2,-8,8,-2,-3,-1.9,5,-14
O=C(CSc1nnc(CNc2ccccc2)o1)N1CCCc2ccccc21,-3,-2,-3,2,2,4,-5,-0.8,3,0
CCc1ccc(NC(=O)C(C)Sc2ccc(S(=O)(=O)N3CCN(C)CC3)cn2)cc1 (centres undefined),1,-2,6,-2,-5,-9,0,1.9,0,-2
NC1=NC(=O)/C(=C\c2ccc(O)c([N+](=O)[O-])c2)S1,6,2,2,6,5,-6,-4,-12,-9,3
CCOC(=O)CNC(=O)Cn1cnc2c(cnn2-c2ccc(C)cc2)c1=O,-4,-3,3,2,-4,0,-4,0.1,6,5

# Bioassay records from PubChem BioAssay.
